# TRPV1 ag: human TRPV1 agonism. Q8NER1. TRPV1-expressing cells, Fluo-8 calcium influx, agonist mode. activation, % at 8.33 µM. actives 0.19% (n = 320,000). AID 540275; in the data active = activation above about 80%; inconclusive = between about 30% and that limit; note: 0% is about no effect
# Target sequence (Q8NER1 whole entry, looked up): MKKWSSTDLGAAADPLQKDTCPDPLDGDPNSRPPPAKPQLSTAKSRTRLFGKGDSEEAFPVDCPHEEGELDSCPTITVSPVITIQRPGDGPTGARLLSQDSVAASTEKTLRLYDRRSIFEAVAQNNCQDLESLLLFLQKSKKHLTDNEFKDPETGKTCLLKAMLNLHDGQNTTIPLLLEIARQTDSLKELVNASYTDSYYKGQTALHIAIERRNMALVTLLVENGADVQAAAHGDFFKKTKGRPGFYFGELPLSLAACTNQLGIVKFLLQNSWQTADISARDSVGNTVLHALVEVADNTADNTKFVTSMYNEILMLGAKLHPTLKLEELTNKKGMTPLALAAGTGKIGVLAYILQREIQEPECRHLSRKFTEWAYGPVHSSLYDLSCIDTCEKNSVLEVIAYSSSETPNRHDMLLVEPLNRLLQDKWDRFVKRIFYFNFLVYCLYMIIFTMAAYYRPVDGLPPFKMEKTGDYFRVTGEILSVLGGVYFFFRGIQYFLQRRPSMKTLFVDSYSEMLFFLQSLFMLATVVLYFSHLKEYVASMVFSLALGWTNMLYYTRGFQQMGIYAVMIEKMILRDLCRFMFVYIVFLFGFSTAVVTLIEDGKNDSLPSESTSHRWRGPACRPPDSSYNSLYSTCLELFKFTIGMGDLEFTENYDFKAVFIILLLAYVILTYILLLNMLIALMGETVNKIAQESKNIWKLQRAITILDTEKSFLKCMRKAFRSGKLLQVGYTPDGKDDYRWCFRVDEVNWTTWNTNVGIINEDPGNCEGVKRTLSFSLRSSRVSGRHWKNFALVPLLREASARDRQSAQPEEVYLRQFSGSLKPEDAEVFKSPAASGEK
#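 Fluo-8 calcium influx in TRPV1-expressing cells, kinetic read (ex 480/em 520 nm). Compound added and read 3 min for agonist activity, followed by capsaicin at EC20 final and 2 min further read for enhancement.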
# USP2a inh: blocks human ubiquitin-specific protease USP2a | O75604 | Potency, µM (highest dose often 38.3 µM), for the others: at the highest dose activity change, negative = inhibition, most hits filed as inhibitors | actives 0.01% (n = 330,000) | USP2 core, Ub-CHOP2 coupled fluorogenic reporter, 485/531 | AID 463254;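 note: potency is the fitted concentration of half-maximal effect; plate controls were DMSO wells for no effect and full inhibition by NEM control for full effect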
#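 USP2 core (10nM final) preincubated 30min RT with compound in 20mM Tris-HCl pH 8.0, 2mM CaCl2, 2mM beta-mercaptoethanol, 0.05% CHAPS; 25nM Ub-CHOP2 plus 25nM reporter substrate added, fluorescence (Ex485/Em531) read after 60min.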
# hERG WT inh: blocks the wildtype human KCNH2 potassium channel | Q12809 | U2OS, BacMam KCNH2, thallium flux FluxOr; active compounds read low | activity change, % at 1.84 µM | actives 0.37% (n = 340,000);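 active = maximum activity change below -70%; inconclusive = maximum activity change between -70% and -50%; inactive = maximum activity change above -50%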; note: % is set by controls: 0 for no effect and ±100 for the full control effect
#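 U2OS cells were transduced with wild-type KCNH2 virus (2.03 x 10^8 / mL) for 4 h at room temperature, then cultured overnight at 37 C. Thallium flux was read with FluxOr dye. Rate constants were normalized to DMSO controls.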
# Eya2 inh: Eya2 (human) phosphatase inhibition; O00167; recombinant Eya2, OMFP fluorescence dephosphorylation (OMFP is methylfluorescein phosphate); Potency, µM (titrated, usually from 76.9 µM), for the others: at the top dose activity, negative = inhibition, usual class: inhibitors; actives 0.006% (n = 330,000); AID 488837; note: potency is the fitted concentration of half-maximal effect; % is set by controls: 0 for no effect and ±100 for the full control effect
#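 Eya2 (0.2 uM) preincubated 10 min at ambient with compound, then OMFP substrate added at 50 uM; 10 min reaction in 50 mM HEPES pH 7.5, 50 mM NaCl, 5 uM MgCl2, 0.05% BSA, 1 mM DTT. Fluorescence read at Ex 485/Em 525 nm.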
# TSHR antag: blocks TSH signaling through the human TSH receptor; TSHR-expressing cells, TSH-stimulated cAMP HTRF, 2 h; active compounds read low; actives 0.2% (n = 330,000); P16473; activity change, negative = inhibition, % at 11.5 µM; AID 504810;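 active = activity change below a set negative limit, meaning inhibition stronger than a set level, cut at about -70% in these data; inconclusive = activity change between two set negative limits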; note: % is set by controls: 0 for no effect and ±100 for the full control effect
#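 Read-out is FRET at 665 nm (cryptate excitation 337 nm) from a cryptate-tagged anti-cAMP antibody, competed by cell cAMP against cAMP-d2. Compounds are tested on freshly harvested TSHR cells challenged with 4nM TSH (EC80) for 2 hours at 37 deg C.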
# AT treatment: potential ataxia-telangiectasia treatment. actives 0.19% (n = 320,000). […] A-T fibroblasts, KAP-1 phosphorylation AlphaLISA; neocarzinostatin DNA damage 30 min before lysis. Potency, µM (doses to about 57.5 µM), inactives show at the top dose activation, most hits filed as activators; note: potency is the fitted concentration of half-maximal effect; % of control where 0% means no effect; nearly all actives have a fitted effect of over 45% in size
#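 ATM-like activity read as KAP-1 phosphorylation via AlphaLISA donor/acceptor antibody pairs after lysis and 6 hr at 25C. Cells were ATM-null patient fibroblasts ([…], hTERT), dosed 60 min, then exposed to the DSB inducer NCS for 30 min.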
# Mito fusion act: blocks mitochondrial division or promotes mitochondrial fusion. S. cerevisiae fusion-defective mutant growth rescue, CellTiterGlo 48 h. Potency, µM (top dose mostly 46.1 µM), without a hit: top-dose growth rescue (activation), usual class: activators. actives 0.23% (n = 320,000);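 note: potency is the fitted concentration of half-maximal effect; % of control where 0% means no effect; nearly all actives have a fitted effect of over 45% in size; temperature-sensitive fusion mutants such as fzo1-1 at 37 °C on non-fermentable ethanol glycerol medium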
#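 Luminescent cell viability in 1536-well qHTS format served as the measure of rescued growth in ts fusion-mutant S. cerevisiae cultured on non-fermentable YPEG for 48 hours at 37C.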
# ELG1 DNA repair: inhibitors of ELG1-dependent DNA repair in HEK293T cells; actives 2.3% (n = 330,000); HEK293T ELG1-luciferase reporter, luminescence, 16 h; DNA damage induced by 5-fluorouridine; AID 504467; Potency, µM (series often up to 46.1 µM), inactives show at the top dose activity change, negative = inhibition, most hits filed as inhibitors; note: potency is the fitted concentration of half-maximal effect; % is set by controls: 0 for no effect and ±100 for the full control effect; nearly all actives have a fitted effect of over 55% in size
#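 In this reporter screen, reduction of luminescence relative to DMSO vehicle indicated activity. Compounds and 5-fluorouridine were added together to 2,000 cells per well, incubated for 16 hr at 37 °C, then developed with ONE-Glo.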
# KCNH2 3.1 block: blocks the human KCNH2 3.1 channel isoform; activity change, % (tested at about 1.8 µM); U2OS KCNH2 3.1, thallium flux FluxOr; active compounds read low; actives 0.95% (n = 340,000); AID 720553;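 active = maximum activity change below -70%; inconclusive = maximum activity change from -70% to -50%; inactive = maximum activity change above -50%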;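 note: thallium influx rate constant from kinetic fluorescence after stimulation buffer; % is set by controls: 0 for no effect and ±100 for the full control effect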
#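 Steps: virus added to U2OS suspension (4 h, RT, dark); medium with 10% FBS added, cells plated, 37 C overnight; FluxOr/Red40 loading buffer 45 min RT; stimulation buffer, 2 min kinetic read; rate constant normalized.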
# TCR activator: activators of T cell receptors; Potency, µM (titrated, usually from 9.22 µM), inactives show at the highest dose activation of IL-2 secretion, most hits filed as activators; 330,000 tested, under 10 active; AID 504894; primary human leukocytes, anti-CD3, IL-2 HTRF, 48 h; note: % of control where 0% means no effect
#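 Primary human leukocytes receive a-CD3 beads and test compound and are incubated 48 hr. Secreted IL-2 is then assayed by HTRF, measuring 665nm acceptor emission after 320nm excitation of the europium donor.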
# Starred values were filed as active, the others as inactive; i = inactive; u = inconclusive; x = no result given; [ ] = remark or other dose. Unless noted, calls come from the whole dose curve; as a rule, active = well fitted curve in the direction sought with a large enough effect; inconclusive = small, poorly fitted or top-dose-only effect, or another doubt; inactive = no such curve, though single readings can be large; an effect the other way counts as inactive or inconclusive.
SMILES,TRPV1 ag,USP2a inh,hERG WT inh,Eya2 inh,TSHR antag,AT treatment,Mito fusion act,ELG1 DNA repair,KCNH2 3.1 block,TCR activator
COc1ccc(OCc2cc(C(=O)N3CCCC(CO)C3)no2)c2ccccc12 (centres undefined),u,-2%,8,-7%,-5,-1%,-5%,u,-3,1%
Cc1ccc(-n2c(SCC(=O)Nc3ccc4c(c3)OCO4)nnc2-c2ccccn2)cc1,1,2%,13,2%,8,6%,0%,-4%,1,2%
Cc1cc(C)c(C)c(S(=O)(=O)Nc2ccc(OCC(=O)O)cc2)c1C,x,2%,3,23%,4,7%,-2%,7%,-6,0%
Cc1cc(C)n(-c2nnc3n2N=C(c2c[nH]c4ccccc24)CS3)n1,-3,1%,-7,-25%,1,5%,0%,u,-2,-46%
N#Cc1ccc(COC(=O)c2cnc(Cl)c(Cl)c2)cc1,-5,0%,-14,3%,13,-7%,5%,u,-17,-1%
O=C(Cc1coc(-c2ccc(F)cc2)n1)N1CCOCC1,6,-1%,2,10%,0,12%,-3%,u,3,1%
CCOCCCNC(=O)c1cc(Sc2ccc(F)cc2)nc2ccccc12,u,-2%,-4,-2%,-2,9%,14%,18µM*,14,7%
Cc1ccc(C(=O)NCc2cccnc2)cc1S(=O)(=O)N1CCCCCC1,25,1%,-7,-1%,-3,-1%,0%,-1%,-13,3%
CCOC(=O)c1sc(Nc2ccc(OCC)cc2)nc1C,0,2%,-4,0%,-11,-2%[11.5 µM],-3%,-3%,1,3%
CN1/C(=C\C(=O)c2cccc(S(=O)(=O)N3CCCCC3)c2)C(C)(C)c2ccccc21,2,0%,4,-1%,-34,5%,2%,18µM*,4,0%[46.1 µM]
O=C(Cc1ccccc1F)NNC(=O)c1cccs1,x,4%,-3,0%,2,23%,x,u,1,-7%
Cc1nnnn1CC(=O)Nc1ccccc1[N+](=O)[O-],7,1%,17,-4%,8,-6%,-6%,1%,7,0%[46.1 µM]
COCCCNC(=O)/C=C/c1ccc(Cl)cc1Cl,28,-4%,-1,-10%,-3,7%,-1%,u,-5,3%
Cc1nonc1C(=O)N/N=C/c1ccc(O)cc1O,-2,3%,5,3%,12,0%,0%,8%,-5,1%
COc1ccc2nc(-n3c(C)ccc3C)sc2c1,-2,0%,4,4%,0,1%,-3%,u,-5,-5%
O=C(Nc1ccc2c(c1)S(=O)(=O)N=C1CCCCCN12)c1ccccc1Cl,-3,2%,1,10%,7,-1%,7%,u,-4,-2%
S=c1[nH]nc(COc2ccccc2)n1/N=C/c1ccccc1Cl,18,-1%,-11,-3%,2,5µM*,-15%,6%,-16,8%
COc1ccc(S(=O)(=O)N2CCN(CC(=O)Nc3cc(C(F)(F)F)ccc3Cl)CC2)cc1,-3,1%,-9,8%,19,1%,-1%,-3%,u,-125%
CN(CC(=O)Nc1ccc(F)cc1)CC(=O)N1CCCC1,-7,0%,1,-22%,-21,12%,-2%,x,-3,2%
O=C1CCCC2=C1C1O[C@](CCCCN3C(=O)c4ccccc4C3=O)(Cc3c1ccc1ccccc31)O2,i,-6%[7.66 µM],x,-7%[15.4 µM],x,-2%[11.5 µM],-4%[9.22 µM],x,x,x
N=c1c(C(=O)NCc2ccc(F)cc2)cc2c(=O)n3ccccc3nc2n1CC1CCCO1 (centres undefined),u,1%,-122*,-6%,3,-4%,3%,-1%,-86*,6%
NC(=S)Nc1nc2ccccc2[nH]c1=O,1,9%,x,2%,3,-2%,0%,4%,x,x
CCCn1cnc2c(=S)nc(N)[nH]c21,0,0%,-8,1%,0,-1%,3%,6%,0,3%
COC(=O)c1ccc(NC(=S)NC(=O)c2c(-c3ccccc3)noc2C)cc1,1,4%,-8,-4%,-10,5%,-1%,u,-11,-6%
CC(=O)NCCNC(=O)[C@H](Cc1ccccc1)NC(=O)c1cccs1,-4,1%,4,3%,9,x,2%,-13%,-3,-2%
O=c1[nH]c(=O)n(CCc2ccc(F)cc2)c(O)c1C=NCc1ccc2c(c1)OCO2,-3,5%,-25,13%,-6,-9%,-5%,0%,-1,-25%
COc1ccc(Cl)cc1NC(=S)NNC(=O)c1cccs1,0,0%,-6,-8%,-5,4%,8%,-2%,-19,0%
CC(C)C(=O)Nc1ccc(NC(=O)c2ccco2)cn1,0,1%,2,16%,6,9%,0%,u,2,0%
O=C(CN1CCN(Cc2ccc3c(c2)OCO3)CC1)c1c[nH]c2ccccc12,2,1%,29,-1%,-9,2%,3%,1%,-35,-2%
Nn1c(SCC(=O)NC2CCCCC2)nnc1C1CC1,0,1%,3,-8%,3,9%,0%,u,-3,0%
CCn1cc(-c2n[nH]c(=S)n2-c2ccc(C)cc2Br)c(=O)c2ccc(C)nc21,1,0%,-4,-29%,4,-6%,3%,15%,15,0%
COc1ccc(/C=C/C(=O)c2ccccn2)cc1,u,3%,5,-5%,4,3%,11%,u,-6,x
O=C(CSc1nc2ccccc2s1)NNC(=S)Nc1ccc(Br)cc1,17,3%,-7,-3%,-24,2%,10%,1%,7,5%
Cc1cccc(C)c1NC(=O)CN1CCN(CC(=O)c2cc(C)n(C3CC3)c2C)CC1,1,0%,29,-12%,5,-12%,-6%,u,8,x
Cc1nn(CC(=O)Nc2cc(S(=O)(=O)N3CCOCC3)ccc2Cl)c(C)c1[N+](=O)[O-],4,1%,12,4%,5,-5%,0%,u,-45,x
O=C(Cn1cccc1)NC1CCCCCC1,x,2%,-5,6%,14,2%,4%,2%,7,x
CCOc1ccc(Br)cc1-c1noc(-c2cccs2)n1,10,0%,-1,3%,19,15%,2%,4%,-38,4%
N#C/C(=C(/O)COC(=O)c1ccccc1O)c1nc2ccccc2s1,2,5%,2,13%,u,-5%,7%,7%,7,-22%
CCS(=O)(=O)Nc1ccc(C2=NN(C(=S)Nc3ccccc3)C(c3ccco3)C2)cc1 (centres undefined),-1,0%,-2,-4%,7,-1%,-1%,u,6,12%[46.1 µM]
CCOC(=O)N1CCN(C(=S)NC(=O)c2ccc(F)cc2)CC1,2,3%,-5,14%,6,6%,-6%,1%,-73*,0%

# Quoted at random: 2 records from the list
SMILES,TRPV1 ag,USP2a inh,hERG WT inh,Eya2 inh,TSHR antag,AT treatment,Mito fusion act,ELG1 DNA repair,KCNH2 3.1 block,TCR activator
Cc1nnnn1CC(=O)Nc1ccccc1[N+](=O)[O-],7,1%,17,-4%,8,-6%,-6%,1%,7,0%[46.1 µM]
COc1ccc(OCc2cc(C(=O)N3CCCC(CO)C3)no2)c2ccccc12 (centres undefined),u,-2%,8,-7%,-5,-1%,-5%,u,-3,1%

# The results go on:
SMILES,TRPV1 ag,USP2a inh,hERG WT inh,Eya2 inh,TSHR antag,AT treatment,Mito fusion act,ELG1 DNA repair,KCNH2 3.1 block,TCR activator
O=C(O)c1nc(NCc2ccccc2)ncc1Cl,1,-9%,x,16%,26,u,1%,1%,18,-7%
CCOC(=O)N1CCN(c2cc3nccnc3cc2F)CC1,8,2%,39,-1%,3,-4%,-9%,u,-16,x
CCOc1ccc(C2=NNC(c3cccs3)=Nc3ccc(OC)cc32)cc1,u,-6%,3,1%,-5,x,9%,u,-5,4%[46.1 µM]
Cc1cc(C(=O)NNS(=O)(=O)c2ccccc2C(F)(F)F)nn1C(C)(C)C,0,1%,4,10%,0,2%,0%,-1%,14,-7%
O=C(COc1ccccc1Cl)NCCCN1CCOCC1,-1,-1%,-3,8%,-5,1%,-1%,18%,3,2%
Cc1ccc(NC(=O)CSc2nc(C)c(C)c(C)n2)cc1S(=O)(=O)N1CCOCC1,x,1%,-2,-26%,-13,21%,x,u,-1,-9%

# An excerpt taken from the entries so far, for reference:
SMILES,TRPV1 ag,USP2a inh,hERG WT inh,Eya2 inh,TSHR antag,AT treatment,Mito fusion act,ELG1 DNA repair,KCNH2 3.1 block,TCR activator
O=C(O)c1nc(NCc2ccccc2)ncc1Cl,1,-9%,x,16%,26,u,1%,1%,18,-7%
CCOC(=O)N1CCN(c2cc3nccnc3cc2F)CC1,8,2%,39,-1%,3,-4%,-9%,u,-16,x
CCOc1ccc(C2=NNC(c3cccs3)=Nc3ccc(OC)cc32)cc1,u,-6%,3,1%,-5,x,9%,u,-5,4%[46.1 µM]
Cc1cc(C(=O)NNS(=O)(=O)c2ccccc2C(F)(F)F)nn1C(C)(C)C,0,1%,4,10%,0,2%,0%,-1%,14,-7%
O=C(COc1ccccc1Cl)NCCCN1CCOCC1,-1,-1%,-3,8%,-5,1%,-1%,18%,3,2%
Cc1ccc(NC(=O)CSc2nc(C)c(C)c(C)n2)cc1S(=O)(=O)N1CCOCC1,x,1%,-2,-26%,-13,21%,x,u,-1,-9%

# Screening results: PubChem, National Center for Advancing Translational Sciences (NCATS)

# Some of the compounds tested (hit frequency here may not be typical).
